# GLS inh = qHTS for Inhibitors of Glutaminase (GLS); Glutaminase kidney isoform, mitochondrial (Homo sapiens), O94925; GLS enzymatic activity, qHTS titration; Potency, µM (doses to about 45.5 µM), inactives show top-dose activity change, negative = inhibition, usual class: inhibitors; hit rate 0.21% among 410,000; AID 624170, 2012; note: potency is the fitted concentration of half-maximal effect; % is set by controls: 0 for no effect and ±100 for the full control effect
# Target sequence (O94925 whole entry, looked up, canonical isoform): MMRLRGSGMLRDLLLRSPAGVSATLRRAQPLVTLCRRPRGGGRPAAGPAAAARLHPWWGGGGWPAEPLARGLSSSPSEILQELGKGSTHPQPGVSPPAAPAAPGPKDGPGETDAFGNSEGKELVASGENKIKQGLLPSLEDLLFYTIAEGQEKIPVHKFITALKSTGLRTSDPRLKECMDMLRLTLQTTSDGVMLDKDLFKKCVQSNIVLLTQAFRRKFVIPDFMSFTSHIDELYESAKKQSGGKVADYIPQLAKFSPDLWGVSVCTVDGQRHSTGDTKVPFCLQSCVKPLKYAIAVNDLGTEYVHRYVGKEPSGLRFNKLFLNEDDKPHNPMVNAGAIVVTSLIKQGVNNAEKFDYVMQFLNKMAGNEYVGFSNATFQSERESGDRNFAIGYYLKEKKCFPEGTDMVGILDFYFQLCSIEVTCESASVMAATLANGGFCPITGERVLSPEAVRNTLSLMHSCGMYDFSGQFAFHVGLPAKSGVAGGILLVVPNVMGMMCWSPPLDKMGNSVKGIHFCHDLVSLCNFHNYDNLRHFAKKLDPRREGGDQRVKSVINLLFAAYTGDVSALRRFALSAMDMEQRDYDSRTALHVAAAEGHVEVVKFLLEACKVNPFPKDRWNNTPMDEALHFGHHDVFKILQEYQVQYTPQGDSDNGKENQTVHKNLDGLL
#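 Two-point fluorescence kinetic (t0, 30 min RT) for hKGA; glutamate detected via glutamate oxidase–HRP–Amplex Red. Substrate: 1 mM L-glutamine solution; buffer 45 mM KH2PO4, pH 8.2.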
# JMJD2A Tudor inh = qHTS Assay for Inhibitors of JMJD2A-Tudor Domain; hit rate 4.4% among 390,000; AID 504339, 2011; AlphaScreen JMJD2A-Tudor / H3K4me3 peptide binding; Potency, µM (top dose mostly 114 µM), for the others: top-dose activity change, negative = inhibition, most hits filed as inhibitors; note: potency is the fitted concentration of half-maximal effect; % is set by controls: 0 for no effect and ±100 for the full control effect; nearly all actives have a fitted effect of over 50% in size
# PI4K2A inh = qHTS for small molecular inhibitors of PI4K2A; Phosphatidylinositol 4-kinase type 2-alpha (Homo sapiens), Q9BTU6; purified PI4K2A, ADP-Glo luminescence, 1 h; stronger effect = lower value; activity change, negative = inhibition, % at 76.9 µM; hit rate 0.13% among 420,000; AID 1346378, 2018; in the data active = activity change below about -50%; inconclusive = mostly about -30% to -49%;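 note: -100% = wells without enzyme as full effect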
#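 ADP-Glo luminescence measured ADP generated by PI4K2A enzyme (4 ug/mL before mixing) with 1.2 mM PI substrate (pre-mix) and 300 microM ATP (pre-mix). Tris pH7.5 buffer with MgCl2, Triton X-100; 1 h reaction at ambient temperature.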
# BAZ2B block = qHTS Assay for Inhibitors of BAZ2B | AlphaScreen BAZ2B-H3K14Ac peptide displacement | Potency, µM (titrated, usually from 114 µM), inactives show top-dose activity change, negative = inhibition, usual class: inhibitors | hit rate 4.4% among 360,000 | AID 504333, 2011; note: potency is the fitted concentration of half-maximal effect; % is set by controls: 0 for no effect and ±100 for the full control effect; nearly all actives have a fitted effect of over 60% in size
#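 AlphaScreen displacement: compounds (up to 110uM) incubated 30 min at room temperature with a preformed 50 nM BAZ2B/50 nM biotinylated H3K14Ac peptide complex in PBS pH 7.4 with Tween-20. Donor and acceptor beads at 10 ug/mL final added, 20 min light-protected before reading.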
# Pin1 inh = qHTS Assay to Find Inhibitors of Pin1. hit rate 0.009% among 390,000. Pin1 FP peptide displacement, HiFluor488, 10 min. Peptidyl-prolyl cis-trans isomerase NIMA-interacting 1 (Homo sapiens), Q13526. AID 504891, 2011. Potency, µM (series often up to 115 µM), inactives show at the top dose activity, negative = inhibition, hits mostly inhibitors; active = well fitted inhibition curve with a large enough effect in the polarisation, with a control signal flat, not every such curve was filed as active; inconclusive = small, poorly fitted or top-dose-only effect, or effect the other way, or a change in a side signal; inactive = no such curve, though single readings can be large or run the other way; the % refers to the polarisation; note: potency is the fitted concentration of half-maximal effect; % is set by controls: 0 for no effect and ±100 for the full control effect
# Target sequence (Q13526 whole entry, looked up): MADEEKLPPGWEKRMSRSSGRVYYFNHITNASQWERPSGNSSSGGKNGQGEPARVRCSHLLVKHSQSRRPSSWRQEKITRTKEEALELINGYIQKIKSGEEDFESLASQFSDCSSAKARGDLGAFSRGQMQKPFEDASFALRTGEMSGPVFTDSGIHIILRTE
# G9a block = qHTS Assay for Inhibitors of Histone Lysine Methyltransferase G9a; Potency, µM (highest dose often 102 µM), for inactives: top-dose activity, negative = inhibition, hits mostly inhibitors; G9a H3K9 monomethylation, AlphaScreen, 2 h; AID 504332, 2011; hit rate 8.8% among 350,000; note: potency is the fitted concentration of half-maximal effect; % is set by controls: 0 for no effect and ±100 for the full control effect; nearly all actives have a fitted effect of over 75% in size
# Target sequence (Q96KQ7 913-1193 limits assumed): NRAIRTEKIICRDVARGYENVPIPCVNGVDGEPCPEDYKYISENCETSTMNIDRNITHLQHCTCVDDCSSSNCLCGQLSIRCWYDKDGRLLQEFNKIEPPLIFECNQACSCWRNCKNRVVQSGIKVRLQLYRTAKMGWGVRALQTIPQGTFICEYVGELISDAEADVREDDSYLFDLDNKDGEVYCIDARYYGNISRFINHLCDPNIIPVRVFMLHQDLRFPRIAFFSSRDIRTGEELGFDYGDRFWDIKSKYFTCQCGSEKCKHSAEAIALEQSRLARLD
#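 Signal arises when biotinylated H3K9 peptide, once monomethylated, bridges streptavidin donor and antibody-captured acceptor beads. Enzyme at 20 nM was preincubated 15 min with test compounds; peptide 500 nM and SAM 20 uM then reacted for 2 h.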
# ERG Ets-DNA blk = qHTS for Small Molecule Inhibitors of the ERG Ets/DNA interaction; fluorescence polarization, His-ERG Ets domain / labelled DNA; Potency, µM (series often up to 76.9 µM), for the others: at the highest dose FP activity, negative = inhibition, most hits filed as inhibitors; hit rate 0.028% among 370,000; AID 624246, 2012; active = well fitted inhibition curve with a large enough effect in the polarisation, with a control signal flat; inconclusive = small, poorly fitted or top-dose-only effect, or effect the other way, or a change in a side signal; inactive = no such curve, though single readings can be large or run the other way; the % refers to the polarisation;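 note: polarization taken with two DNA probes labelled with fluorescein and Texas red; potency is the fitted concentration of half-maximal effect; % of control where 0% means no effect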
#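 His-tagged ERG Ets domain (1 uM in the protein solution; 300mM KCl, 50mM Tris-HCl, 1mM EDTA, 1mM DTT, pH 7.5) received compound, then a probe mix of 5 nM fluorescein-DNA and 100nM Texas-615-DNA. Fluorescence polarization was read for both dyes.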
# HP1b binding inh = HTS for Inhibitors of HP1-beta Chromodomain Interactions with Methylated Histone Tails; AlphaScreen HP1-beta / biotin-H3K9me3 peptide binding; Potency, µM (series often up to 114 µM), for inactives: top-dose activity change, negative = inhibition, actives largely listed as inhibitors; hit rate 0.56% among 390,000; Chromobox protein homolog 1 (Homo sapiens), P83916; note: potency is the fitted concentration of half-maximal effect; nearly all actives have a fitted effect of over 70% in size; inactives centre near 23
#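 Compound inhibition of the preformed complex between 50 nM HP1-beta and 50 nM biotinylated H3K9me3 peptide was read by AlphaScreen. Buffer was PBS pH 7.4 with 0.01% Tween-20. Incubations ran 30 min at room temperature, with 10 ug/mL donor/acceptor beads.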
# Tb PGK inh = qHTS Assay to Find Inhibitors of Phosphoglycerate Kinase; hit rate 0.043% among 380,000; Potency, µM (highest dose often 57.5 µM), without a hit: at the highest dose activity change, negative = inhibition, most hits filed as inhibitors; Phosphoglycerate kinase, glycosomal (Trypanosoma brucei brucei), P07378; PGK/GAPDH coupled, Kinase-Glo luminescence, 60 min; note: potency is the fitted concentration of half-maximal effect; % is set by controls: 0 for no effect and ±100 for the full control effect; nearly all actives have a fitted effect of over 60% in size
#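 Recombinant glycosomal PGK reaction used 1,3-bisphosphoglycerate generated in-well by GAPDH (100nM final) in 100mM TEA pH 7.6, 5mM MgCl2, 0.01% Tween-20. After 60 minutes at room temperature, ATP was read by Kinase-Glo Plus luminescence end-point.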
# The depositor's hits bear a star; i = inactive; ? = inconclusive; . = no result given; & = joins results of further samples; [ ] = another dose, or the depositor's remark. Unless noted, calls come from the whole dose curve; as a rule, active = well fitted curve in the direction sought with a large enough effect; inconclusive = small, poorly fitted or top-dose-only effect, or another doubt; inactive = no such curve, though single readings can be large; an effect the other way counts as inactive or inconclusive.
SMILES,GLS inh,JMJD2A Tudor inh,PI4K2A inh,BAZ2B block,Pin1 inh,G9a block,ERG Ets-DNA blk,HP1b binding inh,Tb PGK inh
Cc1nc2c(C(=O)NCc3ccccc3)c[nH]n2c(=O)c1Cl,-27%,-28%,5,-1%,-6%,79µM*,0%,19%,-15%
FC(F)(F)c1cc(NC2CCCCC2)ccn1,-1%,0%,-5,1%,-8%,-3%,-1%,34%,.
O=C(COc1ccc(Cl)cc1)NCCSCc1ccccc1Cl,1%,42%[activator],-3,44%[activator],-1%,52%[activator][59 µM],0%,121%[activator],0%
COc1cc(NC(=O)COC(=O)CCc2nc3ccccc3c(=O)[nH]2)cc(OC)c1,-1%,-8%,-6,.,8%,.,18%,35%,3%
CC(=O)c1cccc(NC(=O)/C(=C/c2ccco2)NC(=O)c2ccco2)c1,6%,-18%,-17,0%,?,74%[activator],13%,16%,7%
Cc1cc(CC(C)C)n(-c2nc3ccccc3c(=O)n2OCC(N)=O)n1,1%,5%[11.4 µM],3,-4%,-4%,6%,-10%,-7%,-2%
Cn1c(=O)c2c(nc(N/N=C3\CCCc4ccccc43)n2Cc2ccc(F)cc2)n(C)c1=O,?,-11%,-10,-4%,7%,12%[59 µM],-5%,51%[activator],5%
COc1cc(C(=O)Nc2ccc(Cl)c(-c3nc4ncccc4o3)c2)cc(OC)c1OC,-8%,0%,0,2%,?,6%[59 µM],0%,24%,-1%
COc1ccc(CCNC(=O)Cn2c(=O)cc(C(F)(F)F)c3c(C)nn(C)c32)c(OC)c1,5%,-5%,4,2%,-5%,3%[59 µM],1%,48%[activator],i
O=C(c1cc(Br)c[nH]1)N1CCCCC1,-1%,-11%,-1,-5%,3%,10%[0.501 µM],1%,43%[activator],.
Cc1ccc2cc(CCNC(=O)C(C)(C)C)c(=O)[nH]c2c1,-6%,-1%,-18,-1%,-5%,5%,18%,32%[activator],-3%
O=C(CN1C(=O)C2CC=CCC2C1=O)N1CCN(S(=O)(=O)c2ccccc2)CC1 (centres undefined),-10%,3%,5,.,-2%,.,4%,33%,-5%
CCOC(=O)N1CCC2(CC1)C(C(=O)C13CC4CC(CC(C4)C1)C3)C2(C#N)C#N (centres undefined),-2%,-3%,-1,3%,?,-33%[12.7 µM],3%,22%,-3%
O=C(c1ccc(F)cc1)c1c[nH]c(C(=O)NCc2cccnc2)c1,-9%,-6%,4,6%,0%,8%,-6%,45%[activator],-7%
COc1cccc(CNC(=O)Cn2ccc3cc(S(=O)(=O)N4CCCCCC4)ccc32)c1OC,-18%,-28%,8,?,20%,14%,19%,-10%,-1%
CC(C)NC(=S)N1CCN(Cc2ccc3c(c2)OCO3)CC1,1%,-14%,1,-18%,-8%,43%[activator][12.7 µM],-13%,17%,-1%
CCC(C)[C@H](NS(=O)(=O)c1ccc(C)cc1)C(=O)N1CCC(C(=O)N[C@H](C(=O)O)c2ccccc2)CC1 (some centres undefined),-8%,2%,3,7%,-7%,18%[12.7 µM],7%,35%,-7%
COc1ccccc1CN1CC(C(=O)NCc2ncccc2C)CCC1=O (centres undefined),6%,-15%,-2,1%,4%,-5%,?,24%,-8%
Cc1cc(=O)oc(C)c1C(=O)N1CCN(C)CC1,7%,-10%,4,-2%,1%,-9%[59 µM],3%,22%,-1%
O=C(c1ccccc1)c1cnc[nH]1,11%,1%,3,-5%,-7%,-3%,0%,30%,i
Cc1cccc(C)c1NC(=O)CCS(=O)(=O)c1cccc2nonc12,-1%&-2%,-8%&-13%,-2&-3,21%&3%,4%&0%,8%,-7%&-1%,-9%&10%,-10%&-2%
CCOc1ccccc1C(=O)NCC(c1cccs1)S(=O)(=O)c1ccc(F)c(C)c1 (centres undefined),10%,-26%,-5,-1%,3%,20%[59 µM],0%,6%,-1%
Cc1cc(-c2ccc(C)c(S(=O)(=O)Nc3cc(C)on3)c2)on1,14%,-4%,-4,-6%,-4%,13%,7%,19%[57 µM],-4%
Cc1cccc(NC(=O)Cn2nnc3sc4c(c3c2=O)CC(C)(C)OC4)c1,-10%,-8%,2,-18%,-3%,21%,-12%,14%,-5%

# 8 of the compounds above, with values ahead of the structure.
GLS inh	JMJD2A Tudor inh	PI4K2A inh	BAZ2B block	Pin1 inh	G9a block	ERG Ets-DNA blk	HP1b binding inh	Tb PGK inh	mol
-27%	-28%	5	-1%	-6%	79µM*	0%	19%	-15%	Cc1nc2c(C(=O)NCc3ccccc3)c[nH]n2c(=O)c1Cl
-1%	0%	-5	1%	-8%	-3%	-1%	34%	.	FC(F)(F)c1cc(NC2CCCCC2)ccn1
1%	42%[activator]	-3	44%[activator]	-1%	52%[activator][59 µM]	0%	121%[activator]	0%	O=C(COc1ccc(Cl)cc1)NCCSCc1ccccc1Cl
-1%	-8%	-6	.	8%	.	18%	35%	3%	COc1cc(NC(=O)COC(=O)CCc2nc3ccccc3c(=O)[nH]2)cc(OC)c1
6%	-18%	-17	0%	?	74%[activator]	13%	16%	7%	CC(=O)c1cccc(NC(=O)/C(=C/c2ccco2)NC(=O)c2ccco2)c1
1%	5%[11.4 µM]	3	-4%	-4%	6%	-10%	-7%	-2%	Cc1cc(CC(C)C)n(-c2nc3ccccc3c(=O)n2OCC(N)=O)n1
?	-11%	-10	-4%	7%	12%[59 µM]	-5%	51%[activator]	5%	Cn1c(=O)c2c(nc(N/N=C3\CCCc4ccccc43)n2Cc2ccc(F)cc2)n(C)c1=O
-8%	0%	0	2%	?	6%[59 µM]	0%	24%	-1%	COc1cc(C(=O)Nc2ccc(Cl)c(-c3nc4ncccc4o3)c2)cc(OC)c1OC

# Compound profiles, as listed above. Order of values: GLS inh | JMJD2A Tudor inh | PI4K2A inh | BAZ2B block | Pin1 inh | G9a block | ERG Ets-DNA blk | HP1b binding inh | Tb PGK inh
# Cc1cc(-c2ccc(C)c(S(=O)(=O)Nc3cc(C)on3)c2)on1 across the screens: 14% | -4% | -4 | -6% | -4% | 13% | 7% | 19%[57 µM] | -4%
# COc1cccc(CNC(=O)Cn2ccc3cc(S(=O)(=O)N4CCCCCC4)ccc32)c1OC across the screens: -18% | -28% | 8 | ? | 20% | 14% | 19% | -10% | -1%

# Following part
SMILES,GLS inh,JMJD2A Tudor inh,PI4K2A inh,BAZ2B block,Pin1 inh,G9a block,ERG Ets-DNA blk,HP1b binding inh,Tb PGK inh
CC(=O)Nc1ccc(/C=N/Nc2nncc3ccccc23)cc1,?,-17%,3,-17%,-4%,30%[0.501 µM],5%,9%,-4%
CC12CC3(C)CC(C)(C1)CC(C(=O)NC1=NCCS1)(C2)C3,0%,-15%,6,.,6%,.,1%,45%[activator],i
N#Cc1ccccc1NC(=O)COC(=O)CCc1ccc(S(=O)(=O)N2CCCCC2)cc1,-13%,-3%,2,29%,1%,-24%[59 µM],-2%,30%,i
Cc1ccc(C(=O)N/N=C\c2ccc(Br)o2)o1,9%,-28%,3,-4%,2%,-5%[59 µM],.,6%,-16%
O=C(NCCCCc1ccccc1)c1ccccc1F,-3%,5%,2,2%,3%,.,-12%,38%,-10%
CCCCC(=O)Nc1c(-c2ccc(OC)c(OC)c2)c(=O)c2ccccc2n1C,-3%,-10%,-5,-1%,4%,6%,4%,27%,1%
CCOC(=O)N1CCN(c2c(NCCCN(CC)Cc3ccccc3)c(=O)c2=O)CC1,49%[activator],-6%,-2,12%,-1%,-21%,-1%,20%,-5%
O=C(Nc1ccccc1F)C1CCN(S(=O)(=O)c2ccc3c(c2)CCCN3C(=O)C2CCC2)CC1,16%,17%,-1,-1%,20%,6%[59 µM],-1%,24%[57 µM],-4%
Cc1ccc(C)c(NC(=O)C2C3CCCC2C3c2ccccc2)c1 (centres undefined),0%,-6%,6,0%,-4%,1%[0.501 µM],-3%,33%[activator],i
CN(C)S(=O)(=O)c1ccc(N/C=C(\[N+](=O)[O-])S(=O)(=O)c2ccccc2)cc1,7%,3%,16,-9%,-1%,?,-7%,31%,-8%
O=C(NCCN1CCN(C(=O)c2c(F)cccc2F)CC1)C(=O)Nc1ccc(Cl)cc1,-2%,-11%,-1,-15%,-1%,-10%,?,41%[activator],-4%
CCOC(=O)c1ccsc1NC(=O)CCS(=O)(=O)c1ccccc1,0%,-8%,-5,-34%,0%,6%,-1%,13%,i
CCn1c(C)cc2c(c1=O)C(c1ccncc1)C(C#N)=C(N)O2 (centres undefined),2%,2%,10,6%,1%,40µM*,0%,33%[activator],-3%
CCC1(C)Cc2c(sc3nc4n(c(=O)c23)CCCS4)CO1 (centres undefined),1%,-6%,0,.,3%,.,-3%,21%,-1%
CC(=O)c1ccc(OCCCN2CCCCC2)cc1,-5%,2.2µM*,1,50µM*,?,3.5µM*,-2%,?,-5%
Cc1c(Cl)cccc1NC(=S)N(Cc1cccs1)C1CCCC1,-13%,17%,-3,5%,1%,47%,-13%,51%[activator],-20%
O=c1c2ccccc2ncn1-c1ccccc1F,-1%,-3%,2,1%,-9%,19%[0.501 µM],-9%,23%,-6%
